Compound activity as filed in PubChem BioAssay.
EP2 mod: modulates human prostaglandin E2 receptor EP2 signaling; EP2-expressing cells, cAMP HTRF FRET, PGE2 co-stimulation; actives 0.83% (n = 260,000); P43116; induction, % at 25 µM;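 active = compounds whose cAMP rise, as percent of the full-agonist control response, exceeds 60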;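 note: rat C6 glioma line stably carrying human EP2 under a CMV promoter; the protocol text gives 20 µM as final concentration; 100% = response of wells given 1 µM PGE2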
TRPN1 ag: agonists of zebrafish TRPN1 channel | HEK293 zebrafish TRPN1-YFP, Fluo-8 calcium fluorescence; 100% = response to 87 µM carbachol | activation, % at 3 µM | actives 0.18% (n = 220,000);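 active = activation above its plate's cutoff, the mean activation of test wells on that plate plus 3 SD, cut at about 19% in these data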;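 note: 0% = DMSO alone and 100% = 87 µM carbachol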
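Control set: carbachol 87 µM as high control, DMSO as low control; system: HEK293 stable line with zebrafish TRPN1-YFP; read-out: % activation versus carbachol response; detection: intracellular calcium fluorescence with Fluo-8; doses: single test compound dose, 3 µM nominal, 0.3% DMSO; schedule: dye 1 h 37 °C plus 30 min RT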
NPY-Y1 antag: blocks the human neuropeptide Y Y1 receptor | P25929 | HEK293-CNG Y1 cells, membrane potential fluorescence; NPY at EC95, then isoproterenol | inhibition, % at 3.6 µM | actives 1% (n = 200,000) | AID 1040;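 active = inhibition above the campaign mean inhibition of all tested compounds plus 3 SD, cut at about 20% in these data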;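 note: 0% = DMSO wells given NPY plus isoproterenol and 100% = isoproterenol alone without NPY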
Target sequence (P25929 whole entry, looked up): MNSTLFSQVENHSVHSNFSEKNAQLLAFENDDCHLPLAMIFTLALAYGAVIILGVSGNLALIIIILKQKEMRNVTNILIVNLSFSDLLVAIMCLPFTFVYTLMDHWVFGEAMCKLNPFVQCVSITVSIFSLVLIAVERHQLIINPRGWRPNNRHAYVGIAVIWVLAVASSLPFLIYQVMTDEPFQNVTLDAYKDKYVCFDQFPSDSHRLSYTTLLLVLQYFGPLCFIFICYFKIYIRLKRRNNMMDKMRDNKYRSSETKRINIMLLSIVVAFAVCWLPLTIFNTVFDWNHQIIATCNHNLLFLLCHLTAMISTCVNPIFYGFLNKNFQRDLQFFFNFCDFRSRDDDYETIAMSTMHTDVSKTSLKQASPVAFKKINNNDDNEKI
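Benchmarks – high control isoproterenol alone, low control NPY with isoproterenol · Material – HEK293 Y1/CNG channel cell line · Times – dye 3 h, compound 60 min room temperature, stimulation 45 min · Probe or stimulus – NPY (25 nM), isoproterenol (1 µM), Ro 20-1724 (25 µM) · Evaluation – % inhibition of NPY effect · Signal – fluorescence, membrane potential probe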
NPY2 pot ag: potentiates or activates human NPY-Y2 receptor; P49146; activation, % at 3.6 µM; actives 0.45% (n = 220,000); cells expressing NPY-Y2, potentiator/agonist read-out; in the data active = activation above about 27%;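 note: cells stimulated with NPY near EC25 plus isoproterenol at EC100; 0% = vehicle plus submaximal agonist and 100% = vehicle plus saturating agonist; some results beyond the cut were filed as inactive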
NPY-Y1 PAM-ag: human NPY-Y1 potentiation or agonism, primary screen | P25929 | NPY-Y1 expressing cells, potentiator/agonist activation | activation, % at 3.6 µM | actives 0.37% (n = 220,000) | AID 1304; in the data active = activation above about 33%, passing the limit was not always enough;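 note: cells stimulated with NPY at EC10 then isoproterenol at EC100; 0% = low agonist plus stimulus and 100% = saturating agonist plus stimulus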
S1P4 ag: human S1P4 receptor agonism; S1P4-expressing cell line, agonist reporter assay; activation, % at 4.98 µM; AID 1509; O95977; actives 0.35% (n = 220,000); in the data active = activation above about 11%;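 note: 0% = DMSO vehicle and 100% = reference agonist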
Target sequence (O95977 whole entry, looked up): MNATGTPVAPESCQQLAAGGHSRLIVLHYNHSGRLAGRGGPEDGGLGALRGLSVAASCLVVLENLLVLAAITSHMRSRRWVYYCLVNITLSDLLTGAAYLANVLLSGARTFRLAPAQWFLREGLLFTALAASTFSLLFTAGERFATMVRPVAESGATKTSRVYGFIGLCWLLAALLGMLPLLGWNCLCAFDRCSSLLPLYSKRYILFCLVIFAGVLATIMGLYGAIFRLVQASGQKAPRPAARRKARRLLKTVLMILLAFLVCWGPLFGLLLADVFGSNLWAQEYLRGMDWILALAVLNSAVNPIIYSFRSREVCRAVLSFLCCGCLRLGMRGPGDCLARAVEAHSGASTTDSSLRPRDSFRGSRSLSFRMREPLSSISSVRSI
S1P4 antagonist: human S1P4 receptor antagonism | S1P4-expressing cells, antagonist mode, reporter read-out | inhibition, % at 4.98 µM | actives 0.26% (n = 220,000) | AID 1510; in the data active = inhibition above about 29%;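 note: 0% = wells stimulated with agonist and 100% = vehicle wells without agonist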
CHOP inh: inhibitors of CHOP induction in ER stress response. CHO-K1 CHOP-promoter luciferase, tunicamycin-induced, 15-18 h. actives 3.8% (n = 220,000). inhibition, % at 10 µM;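 active = compounds that reduced the stress-induced luciferase reporter signal by more than about 70% of percent inhibition, limit read from the data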;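 note: 0% = tunicamycin plus vehicle and 100% = wells without tunicamycin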
TRPML3 ag: agonists of human TRPML3 channel | HEK293 TRPML3-YFP, Fluo-8 calcium fluorescence; 100% = the carbachol control signal | actives 0.29% (n = 220,000) | Q8TDD5 | activation, % at 3 µM;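 active = activation above its plate's cutoff, the mean activation of the plate's test wells plus 3 SD, cut at about 12% in these data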;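 note: 0% = DMSO only wells and 100% = carbachol wells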
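Test system: TRPML3-YFP stable HEK293 cells. Doses: single point at 3 µM. Incubation: dye loading 1 h 37 °C then 30 min ambient, 125 s read. Signal: Fluo-8 calcium dye fluorescence, ex 470-495, em 515-575 nm. Measure: percent activation from peak-to-basal fluorescence ratio, scaled between DMSO and carbachol.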
* hit, by the source's call.

Cc1ccc(-c2nc(N/N=C/c3cccnc3)c3ccccc3n2)cc1 was read as EP2 mod 7.0, TRPN1 ag 0.2, NPY-Y1 antag -0.5, NPY2 pot ag -6.7, NPY-Y1 PAM-ag -14.7, S1P4 ag -1.1, S1P4 antagonist -2.9, CHOP inh 66.5 and TRPML3 ag 0.0.
`O=S(=O)(c1ccc(NC(=S)NN=C(C2CC2)C2CC2)cc1)N1CCOCC1` gave EP2 mod -16.0, TRPN1 ag 0.1, NPY2 pot ag 6.7, NPY-Y1 PAM-ag 18.0, S1P4 ag -0.7, S1P4 antagonist -2.4, CHOP inh -4.5 and TRPML3 ag 0.7.
Screening Cc1ccc2c(c1)nnn2C1CCN(C(=O)c2cccs2)CC1 returned EP2 mod 7.4, TRPN1 ag 0.8, NPY-Y1 antag -1.0, NPY2 pot ag -15.0, NPY-Y1 PAM-ag 3.3, S1P4 ag 3.1, S1P4 antagonist -5.7, CHOP inh 41.9 and TRPML3 ag 0.2.
For Cn1c(=O)c2c(nc(SCC(=O)c3ccc(F)cc3)n2C)n(C)c1=O the results were EP2 mod -10.0, TRPN1 ag 3.7, NPY-Y1 antag 1.1, NPY2 pot ag 2.5, NPY-Y1 PAM-ag -0.3, S1P4 ag 2.2, S1P4 antagonist -1.9, CHOP inh -19.1 and TRPML3 ag 0.6.
`Cc1sc2ncn(CC(=O)Nc3ccccc3F)c(=O)c2c1-c1ccccc1` gave EP2 mod 29.3, TRPN1 ag 0.3, NPY-Y1 antag 0.6, NPY2 pot ag 8.8, NPY-Y1 PAM-ag 6.7, S1P4 ag -0.9, S1P4 antagonist -2.5, CHOP inh 20.7 and TRPML3 ag -1.1.
`CCOc1ccc(-c2nc(C#N)c(N3CCOCC3)o2)cc1` gave EP2 mod -4.9, TRPN1 ag -1.6, NPY-Y1 antag 2.4, NPY2 pot ag -19.7, NPY-Y1 PAM-ag -17.2, S1P4 ag -2.0, S1P4 antagonist -9.8, CHOP inh 57.8 and TRPML3 ag -0.7.
For O=C(Nc1cccnc1)C(Cc1ccccc1)n1cccc1 (configuration not stated) the results were EP2 mod -7.2, TRPN1 ag 2.2, NPY-Y1 antag -2.5, NPY2 pot ag 1.3, NPY-Y1 PAM-ag -17.6, S1P4 ag -0.4, S1P4 antagonist 2.5, CHOP inh -51.5 and TRPML3 ag 0.7.
For COc1ccc(NC(=S)NCCCCCC(=O)C[N+](=O)[O-])cc1 the results were EP2 mod -46.9, TRPN1 ag -0.3, NPY-Y1 antag -1.1, NPY2 pot ag -0.1, NPY-Y1 PAM-ag 4.7, S1P4 ag -0.3, S1P4 antagonist 7.7, CHOP inh -8.5 and TRPML3 ag 0.9.
For Cc1ccc(-c2csc(Nc3ccccc3)[n+]2CCc2ccccc2)cc1 the results were EP2 mod 24.5, TRPN1 ag -0.6, NPY-Y1 antag 22.3*, NPY2 pot ag -2.8, NPY-Y1 PAM-ag -21.3, S1P4 ag 2.8, S1P4 antagonist 9.3, CHOP inh 26.9 and TRPML3 ag -0.8.
Screening O=C(NCC(=O)N(Cc1ccco1)C(C(=O)NC1CCCCC1)c1cccnc1)c1ccco1 (configuration not stated) returned EP2 mod -6.2, TRPN1 ag 1.0, NPY-Y1 antag 3.1, NPY2 pot ag -1.5, NPY-Y1 PAM-ag 10.9, S1P4 ag 1.6, S1P4 antagonist -6.7, CHOP inh -26.1 and TRPML3 ag -0.2.

Two records picked at random from those above, as already listed:
For Cn1c(=O)c2c(nc(SCC(=O)c3ccc(F)cc3)n2C)n(C)c1=O the results were EP2 mod -10.0, TRPN1 ag 3.7, NPY-Y1 antag 1.1, NPY2 pot ag 2.5, NPY-Y1 PAM-ag -0.3, S1P4 ag 2.2, S1P4 antagonist -1.9, CHOP inh -19.1 and TRPML3 ag 0.6.
For COc1ccc(NC(=S)NCCCCCC(=O)C[N+](=O)[O-])cc1 the results were EP2 mod -46.9, TRPN1 ag -0.3, NPY-Y1 antag -1.1, NPY2 pot ag -0.1, NPY-Y1 PAM-ag 4.7, S1P4 ag -0.3, S1P4 antagonist 7.7, CHOP inh -8.5 and TRPML3 ag 0.9.

Next part
`CCOC(=O)C1(Cc2ccccc2)CCN(CC2CC=CCC2)CC1` (configuration not stated) gave EP2 mod -23.3, TRPN1 ag 0.5, NPY-Y1 antag 8.1, NPY2 pot ag -22.0, NPY-Y1 PAM-ag 4.5, S1P4 ag -0.6, S1P4 antagonist 4.3, CHOP inh 31.2 and TRPML3 ag -0.8.
`NC(=O)[C@@H]1CCCN1Cc1nc(Cc2ccccc2F)no1` gave EP2 mod 6.7, TRPN1 ag -0.5, NPY-Y1 antag -2.7, NPY2 pot ag 5.3, NPY-Y1 PAM-ag -6.0, S1P4 ag -0.7, S1P4 antagonist -10.6, CHOP inh 15.9 and TRPML3 ag 0.5.
O=C(CCCCCn1nnc2ccccc2c1=O)N[C@H](C(=O)O)c1ccccc1 was read as EP2 mod 2.9, TRPN1 ag 1.8, NPY2 pot ag -5.7, NPY-Y1 PAM-ag 0.8, S1P4 ag 1.4, S1P4 antagonist -6.7, CHOP inh 1.6 and TRPML3 ag 0.1.
Cc1ccc(C(=O)Nc2ccc(C(=O)N3CCCCC3C)cc2)cc1 (configuration not stated) was read as EP2 mod -16.2, TRPN1 ag 2.6, NPY-Y1 antag -1.9, NPY2 pot ag -1.3, NPY-Y1 PAM-ag -0.1, S1P4 ag 2.4, S1P4 antagonist 8.9, CHOP inh 13.7 and TRPML3 ag 0.3.
For COc1ccc(-c2nnc(Nc3ccc(OC)c(C(=O)N4CCCCC4)c3)c3ccccc23)cc1 the results were EP2 mod -11.9, TRPN1 ag -2.7, NPY-Y1 antag 1.1, NPY2 pot ag 16.5, NPY-Y1 PAM-ag 11.5, S1P4 ag -0.8, S1P4 antagonist -2.4, CHOP inh 27.9 and TRPML3 ag -1.4.
CC(=O)Cc1nsc(NC(=O)c2ccccc2)n1 was read as EP2 mod 16.8, TRPN1 ag 0.7, NPY-Y1 antag 1.9, NPY2 pot ag -12.4, NPY-Y1 PAM-ag -20.0, S1P4 ag 1.5, S1P4 antagonist -8.5, CHOP inh -8.2 and TRPML3 ag 0.3.
Screening CC(=O)Nc1ccc(S(=O)(=O)NCC(=O)OCc2ccccc2)cc1 returned EP2 mod 0.0, TRPN1 ag -1.0, NPY-Y1 antag -2.1, NPY2 pot ag 5.4, NPY-Y1 PAM-ag -3.9, S1P4 ag -1.6, S1P4 antagonist -0.1, CHOP inh 27.9 and TRPML3 ag -0.4.
O=[N+]([O-])c1cc(S(=O)(=O)N2CCCCCC2)ccc1Cl was read as EP2 mod 16.4, TRPN1 ag -2.7, NPY-Y1 antag -2.0, NPY2 pot ag 30.6, NPY-Y1 PAM-ag 41.5*, S1P4 ag -5.0, S1P4 antagonist 85.9*, CHOP inh -49.7 and TRPML3 ag 22.3*.
CN(C)S(=O)(=O)c1ccc(Cl)c(C(=O)NCc2ccco2)c1 was read as EP2 mod -9.3, TRPN1 ag -1.5, NPY-Y1 antag 0.6, NPY2 pot ag -13.5, NPY-Y1 PAM-ag 13.9, S1P4 ag -3.2, S1P4 antagonist -2.7, CHOP inh -13.3 and TRPML3 ag 0.2.
For COc1ccc(NC(=O)COC(=O)C2CC3C=CC2C3)cc1 (configuration not stated) the results were EP2 mod 8.2, TRPN1 ag 1.1, NPY-Y1 antag -4.5, NPY2 pot ag 6.5, NPY-Y1 PAM-ag -0.1, S1P4 ag 0.8, S1P4 antagonist -12.2, CHOP inh 10.1 and TRPML3 ag 0.8.
COc1ccc2nc(NC(=S)N(C)C)sc2c1 was read as EP2 mod 11.1, TRPN1 ag 3.6, NPY-Y1 antag -10.9, NPY2 pot ag 25.1, NPY-Y1 PAM-ag 34.9, S1P4 ag 0.7, S1P4 antagonist 5.3, CHOP inh -96.7 and TRPML3 ag 1.1.
For CC1=C(C(=O)Nc2ccccc2)C(c2ccc(C)o2)n2c(s/c(=C/c3ccccc3)c2=O)=N1 (configuration not stated) the results were EP2 mod -20.9, TRPN1 ag 1.2, NPY-Y1 antag -1.6, NPY2 pot ag -10.0, NPY-Y1 PAM-ag 3.7, S1P4 ag 2.5, S1P4 antagonist 3.9, CHOP inh -8.2 and TRPML3 ag 0.6.
`Cc1ccc(N2C(=O)c3ccccc3NC2C(C)Cc2ccc3c(c2)OCO3)cc1` (configuration not stated) gave EP2 mod 50.5, TRPN1 ag 0.2, NPY-Y1 antag 44.0*, NPY2 pot ag -17.0, NPY-Y1 PAM-ag -50.5, S1P4 ag -0.8, S1P4 antagonist 0.3, CHOP inh 29.6 and TRPML3 ag -0.1.
For O=C(NCCN1C(=O)C2C3C=CC(C3)C2C1=O)NCc1ccccc1 (configuration not stated) the results were EP2 mod 0.5, TRPN1 ag 1.7, NPY-Y1 antag 8.9, NPY2 pot ag 11.8, NPY-Y1 PAM-ag -4.7, S1P4 ag 0.5, S1P4 antagonist -27.1, CHOP inh 21.6 and TRPML3 ag 1.3.
For Cc1ccc(CNC(=O)CN2CCN(Cc3ccc(Cl)cc3)C2=O)cc1 the results were EP2 mod -3.6, TRPN1 ag 0.4, NPY-Y1 antag -10.2, NPY2 pot ag -3.6, NPY-Y1 PAM-ag 14.4, S1P4 ag -1.3, S1P4 antagonist 6.0, CHOP inh 54.0 and TRPML3 ag -0.4.
Screening N/C(Cc1ccc([N+](=O)[O-])cc1)=N\OC(=O)Cc1ccccc1 returned EP2 mod -2.9, TRPN1 ag -0.9, NPY-Y1 antag 6.2, NPY2 pot ag -8.0, NPY-Y1 PAM-ag -11.2, S1P4 ag -1.9, S1P4 antagonist 0.3, CHOP inh -19.3 and TRPML3 ag -1.0.
For Cc1ccc(-n2ncc3c(=O)n(CC(=O)Nc4cccc(Cl)c4)cnc32)cc1C the results were EP2 mod 17.1, TRPN1 ag -0.1, NPY-Y1 antag -4.3, NPY2 pot ag 6.6, NPY-Y1 PAM-ag -1.2, S1P4 ag 0.4, S1P4 antagonist -11.0, CHOP inh 41.2 and TRPML3 ag 0.3.
`CC1=NCCN1CCNC(=O)Nc1cc(C)cc(C)c1` gave EP2 mod 3.4, TRPN1 ag -0.1, NPY2 pot ag -1.9, NPY-Y1 PAM-ag 5.2, S1P4 ag -0.2, S1P4 antagonist -8.6, CHOP inh -8.9 and TRPML3 ag 0.6.
Screening CC(C)OC(=O)CC12CN3CC(CC(=O)OC(C)C)(CN(C1)C(=O)c1ccccc1C3=O)C2=O returned EP2 mod 24.8, TRPN1 ag 0.9, NPY-Y1 antag -1.6, NPY2 pot ag -8.4, NPY-Y1 PAM-ag -20.4, S1P4 ag -0.4, S1P4 antagonist 10.0, CHOP inh 10.9 and TRPML3 ag 0.7.
`COc1cccc(CNc2nc3ccccc3n2CCN2CCCCC2)c1` gave EP2 mod 24.6, TRPN1 ag 0.4, NPY-Y1 antag 14.4, NPY2 pot ag -15.9, NPY-Y1 PAM-ag -27.4, S1P4 ag -1.9, S1P4 antagonist -1.4, CHOP inh 9.2 and TRPML3 ag 0.1.
